# Assay outcomes from PubChem.
# GLP1R inv ag – inverse agonists of human GLP-1 receptor. HEK293 GLP-1R CRE-luciferase, luminescence, 24 h; GLP-1R form is constitutively active. Potency, µM (titrated, usually from 38.3 µM), for the others: at the top dose activity change, negative = inhibition, most hits filed as inhibitors. 410,000 compounds, 1.6% hits. AID 624417; also: potency is read from the fitted curve at half-maximal effect; % is scaled to controls: 0 for no effect and ±100 for the full control effect; nearly all actives have a fitted effect of over 55% in size
#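 Readout was luciferase luminescence, measured 12 min after detection reagent at room temperature. Beforehand, GLP-1R reporter HEK293 cells had sat 12 h, then received compounds for 24 hr at 37 deg C.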
# GLP1R cytotox – cytotoxic in the GLP-1 receptor inverse agonist counter-screen; HEK293 cAMP-luciferase reporter cells, luminescence, 24 h; Potency, µM (highest dose often 38.3 µM), for the others: at the top dose activity change, negative = inhibition, most hits filed as inhibitors; 410,000 compounds, 0.13% hits; AID 624418;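 also: loss of luciferase light is scored as toxicity; potency is read from the fitted curve at half-maximal effect; % is scaled to controls: 0 for no effect and ±100 for the full control effect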
#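 Quantitative HTS format, 1536 wells, 200 cells/uL seeded. Compounds: 23 nL, 24 h, 37 °C. Detection: luciferase reagent, luminescence at 12 min RT; decreased signal taken as cytotoxic.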
# GLP-1R agonist – activates the human GLP-1 receptor; 380,000 compounds, 0.007% hits; P43220; HEK293 GLP-1R CRE-luciferase, luminescence, 4-6 h; cells express a hypersensitive GLP-1R form; Potency, µM (top dose mostly 45.6 µM), for inactives: top-dose activation, most hits filed as activators; also: potency is read from the fitted curve at half-maximal effect; % of control where 0% means no effect
# aSyn yeast inh – rescues yeast growth from alpha-synuclein toxicity | Potency, µM (highest dose often 46.1 µM), for inactives: at the highest dose growth rescue (activation), usual class: activators | Yeast expressing alpha-synuclein, growth rescue, BacTiter-Glo, 24 h | 370,000 compounds, 0.14% hits; also: potency is read from the fitted curve at half-maximal effect; % of control where 0% means no effect; nearly all actives have a fitted effect of over 65% in size
#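 Readout is rescue of growth in alpha-synuclein-expressing yeast, so inhibitors of toxicity appear as activators. Growth after 24 hr at 30 deg C in galactose medium is quantified by luminescence.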
# D3 antag – antagonists of human D3 dopamine receptor; P35462; D3R cells, DiscoveRx beta-arrestin luminescence, antagonist mode; stronger effect = lower value; max response, negative = inhibition, %; 360,000 compounds, 2.5% hits; in the data active = max response below about -50%; inconclusive = no clear call, values can overlap the other calls; also: % is scaled to controls: 0 for no effect and ±100 for the full control effect; mostly tested at two doses, the higher about 12 µM
# Target sequence (P35462 whole entry, looked up): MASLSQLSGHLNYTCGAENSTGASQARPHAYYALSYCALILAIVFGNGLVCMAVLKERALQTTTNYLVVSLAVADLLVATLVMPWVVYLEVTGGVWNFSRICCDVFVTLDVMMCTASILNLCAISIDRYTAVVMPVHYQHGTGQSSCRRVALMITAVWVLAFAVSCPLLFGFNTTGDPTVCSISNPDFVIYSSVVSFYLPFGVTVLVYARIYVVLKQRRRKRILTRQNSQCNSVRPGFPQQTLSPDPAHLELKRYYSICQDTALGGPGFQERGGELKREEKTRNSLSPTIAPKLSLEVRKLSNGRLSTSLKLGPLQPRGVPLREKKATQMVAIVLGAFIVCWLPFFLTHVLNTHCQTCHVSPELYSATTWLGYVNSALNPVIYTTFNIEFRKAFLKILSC
#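 Cells plated overnight at 1500 cells/well, then exposed to library compounds with dopamine controls for 90 minutes at 37 degrees C. DiscoveRx reagent added for 30–60 minutes at room temperature; luminescence read, quantitative HTS format.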
# PTHR1 agonist – agonists of human PTHR1 parathyroid hormone receptor. 410,000 compounds, 0.075% hits. Potency, µM (titrated, usually from 115 µM), inactives show top-dose activation, hits mostly activators. AID 743266. HEK293 GP2 PTHR1 cells, GloSensor cAMP luminescence, 1 h. Q03431; also: potency is read from the fitted curve at half-maximal effect; nearly all actives have a fitted effect of over 55% in size; some results filed as inactive show a strong effect at the top dose; inactives centre near -15; many of its hits are not listed in these tables
# Target sequence (Q03431 whole entry, looked up): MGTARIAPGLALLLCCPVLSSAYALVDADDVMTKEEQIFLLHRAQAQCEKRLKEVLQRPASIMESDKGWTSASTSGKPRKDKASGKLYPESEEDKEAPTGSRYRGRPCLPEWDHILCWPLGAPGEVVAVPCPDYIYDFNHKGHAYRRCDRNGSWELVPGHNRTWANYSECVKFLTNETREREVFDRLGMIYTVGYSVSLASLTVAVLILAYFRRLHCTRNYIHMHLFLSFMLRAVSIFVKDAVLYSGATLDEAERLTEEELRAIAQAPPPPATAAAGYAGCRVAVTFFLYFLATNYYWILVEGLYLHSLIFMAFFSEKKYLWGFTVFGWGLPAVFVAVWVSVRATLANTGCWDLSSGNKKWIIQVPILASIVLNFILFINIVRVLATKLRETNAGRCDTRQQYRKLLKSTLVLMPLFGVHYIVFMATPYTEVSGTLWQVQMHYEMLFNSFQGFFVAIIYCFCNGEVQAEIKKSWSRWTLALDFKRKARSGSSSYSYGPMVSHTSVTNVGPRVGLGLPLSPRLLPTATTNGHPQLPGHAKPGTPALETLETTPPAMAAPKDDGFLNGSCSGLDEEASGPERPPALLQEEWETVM
#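 HEK-293-derived GP2 cells expressing PTHR1 and a GloSensor cAMP reporter, 3,000/well, plated overnight, given luciferin plus IBMX (each 0.5 mM as added) for 1 h at 37 °C, then compound for 1 h at 37 °C. Luminescence was read after 15 min at room temperature.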
# KB-V1 cytotox – KB-V1 MDR subline cytotoxicity | KB-V1 MDR cells viability, CellTiter-Glo, 72 h | Potency, µM (doses to about 46.1 µM), for the others: at the highest dose activity change, negative = cytotoxicity, most hits filed as cytotoxic | 400,000 compounds, 3.4% hits | AID 1347076; also: potency is read from the fitted curve at half-maximal effect; % is scaled to controls: 0 for no effect and ±100 for the full control effect; nearly all actives have a fitted effect of over 60% in size
#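 qHTS viability screen in drug-selected KB-V1 MDR cells: 72 h compound treatment at 37 degrees C, ATP luminescence end point.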
# TDP-43 yeast inh – inhibitors of TDP-43 toxicity in yeast. Potency, µM (series often up to 46.1 µM), for inactives: at the top dose growth rescue (activation), hits mostly activators. 410,000 compounds, 1.8% hits. TDP-43 expressing yeast growth rescue, BacTiter-Glo, 24 h. AID 652104; also: potency is read from the fitted curve at half-maximal effect; % of control where 0% means no effect; nearly all actives have a fitted effect of over 50% in size
#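 In this qHTS, compounds that restore growth of yeast expressing TDP-43 appear as activators. Cells (OD600=0.02, galactose medium, raffinose-pregrown) are incubated with compound 24 hr at 30 deg C and growth is quantified by BacTiter-Glo.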
# DRD3 agonist – activates the human D3 dopamine receptor; D3R DiscoveRx beta-arrestin cells, luminescence, 90 min; P35462; 410,000 compounds, 0.58% hits; max activation, %; in the data active = max activation above about 30%; also: 0% is about no effect; mostly tested at two doses, the higher about 12 µM
#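 Agonist-mode cell screen: cells plated at 1500/well and incubated overnight at 37 °C, then exposed to library compounds for 90 min at 37 °C. Detection reagent was added for 30–60 min at room temperature, and luminescence was read.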
# * = called active by the depositor; i = inactive; ? = inconclusive; · = not tested or not shown; [ ] = dose if it differs, or a comment. Unless noted, calls follow the shape of the dose curve; as a rule, active = well fitted curve in the direction sought with a large enough effect; inconclusive = small, poorly fitted or top-dose-only effect, or another doubt; inactive = no such curve, though single readings can be large; an effect the other way counts as inactive or inconclusive. A portion of the library; rates above refer to the full screens.
SMILES,GLP1R inv ag,GLP1R cytotox,GLP-1R agonist,aSyn yeast inh,D3 antag,PTHR1 agonist,KB-V1 cytotox,TDP-43 yeast inh,DRD3 agonist
Cc1ccsc1CN(C)CC(=O)Nc1cccc(S(=O)(=O)N(C)c2ccccc2)c1,8.9µM*,1%,-24%,-3%,10,-26%,-18%,-13%,7
CC(C)(O[C@@H]1O[C@H](CO)[C@@H](O)[C@H](O)[C@H]1O)[C@H]1Cc2cc3ccc(=O)oc3cc2O1,6%,0%,5%,0%,-7,-24%,10%,13%,0
CCOc1ccc(CCNC(=O)c2cn(CC)c3ccc(S(=O)(=O)N4CCCCCC4)cc3c2=O)cc1OCC,16%,-14%,0%,·,·,-2%,-25%,24%,-2
CCOc1ccc(C(=O)C[n+]2ccccc2C)cc1,-5%,-9%,0%,2%,10,i,29%,-13%,-23
Cc1ccc2[nH]c(=O)c(CN(CCO)C(=O)N(C)C)cc2c1,1%,6%,-9%,-1%,-16,i,-4%,-14%,-6
Cc1ccc(S(=O)(=O)c2nc(NCCN(C)C)sc2Cl)cc1,-15%,-22%,-12%,1%,-68*,i,?,4%,-1
COc1cc(C(=O)NC(C)C2CC3CCC2C3)cc(OC)c1OC (stereo unspecified),-3%,4%,3%,5%,16,-21%,-23%,15%,3
COC(=O)C1=C(C)NC(C)=C(C(=O)OC)C1c1ccc(-c2cc(Cl)ccc2Cl)o1,-35%,-3%,0%,14%,-3,i,-3%,21%,23
O=C(Nc1nc(-c2ccccn2)cs1)c1cccc(S(=O)(=O)N2CCOCC2)c1,?,-26%,-5%,15%,11,-7%,-19%,25%,1
O=C(CSc1nnc(Cc2ccccc2)o1)N1CCOCC1,1%,5%,0%,-3%,14,-3%[57.5 µM],-5%,-16%,3
O=[N+]([O-])c1cccc(N2Cc3ccccc3C2)c1,-8%[0.307 µM],-6%[0.307 µM],2%,4%,3,-11%,-16%,15%,-4
S=C(N/N=C/c1ccco1)NC1CC2CCC1C2 (stereo unspecified),?,?,10%,-10%,6,-34%[inhibitor],13%,14µM*,5
COc1ccc(-c2nn(-c3ccccc3)cc2CO)cc1,-4%,-19%,4%,2%,13,-10%[57.5 µM],0%,17%,11
COc1ccc(C2=NOC(Cn3nc(-c4ccccc4)cc3C(=O)NCc3ccccc3OC)C2)cc1 (stereo unspecified),-31%,1%,-1%,6%,12,-20%,12%,2%,5
CCOC(=O)Cn1c(=O)oc2cc(S(=O)(=O)Nc3c(C)cc(C)cc3C)ccc21,?,7%,14%,0%,?,-54%[inhibitor],0%,9%,-7
Cc1cccc(OCCC(=O)OCC(=O)N2CCc3ccccc32)c1,13%,-9%,0%,2%,-18,i,-7%,-4%,-8
CCOc1ccccc1OCCN1CCC(Cc2ccccc2)CC1,?,?,10%,-9%,-99*,-25%,0%,-2%,-38
O=C(/C=C/c1ccccc1Cl)Nc1ccc(Cl)cn1,9%,5%,8%,7%,2,-5%,-8%,12%,-3
O=C(NCCc1ccc(Cl)cc1)C(=O)NCC(c1ccco1)S(=O)(=O)c1ccccc1 (stereo unspecified),6%,10%,·,·,·,?,·,-4%,-11
Cc1ccccc1C(=O)Nc1ccnn1C1CCN(Cc2ccccn2)CC1,11%,9%,-6%,0%,-20,i,·,25%,0
COc1cc(-n2c(C)nc3cc(C(=O)NCC4CCCO4)ccc32)cc(OC)c1OC (stereo unspecified),54%[activator],3%,9%,-7%,4,-2%,0%,-5%,1
CN1C(=O)C(CCC(N)=O)NC1=S (stereo unspecified),13%,2%,4%,-3%,0,-8%,-1%,-3%,2
O=C(CCN1CCOCC1)NNC(=S)NC(=O)c1ccccc1,7%,5%,9%,3%,-16,-14%,-32%,-2%,6
COc1ccc(OCCCC(=O)NNC(=O)CCN2CCN(c3ccccc3)CC2)cc1,10%,11%,-1%,3%,?,i,·,9%,-20
COc1ccccc1N1CCN(C(=O)CCc2ccc(S(=O)(=O)NC(C)C)cc2)CC1,-32%,-13%,-1%,0%,11,i,-8%,-1%,4
O=C(N=C1SC2CS(=O)(=O)CC2N1CCc1ccc(F)cc1)C1CCCCC1 (stereo unspecified),1%,1%,-4%,2%,8,i,0%,13%,-7
CC1CCC2(CC1)NC(=O)N(CC(=O)Nc1ccc3[nH]c(=O)[nH]c3c1)C2=O (stereo unspecified),16%,2%,3%,-1%,-17,-25%,3%,-29%,-2
O=C(COc1ccc2ccc(=O)oc2c1)Nc1ccc(CCO)cc1,29%,1%,0%,7%,20,-18%,28%,2%,-1
COc1ccccc1-c1cn(C(C)(C)C)nc1C,-29%,-12%,12%,5%,2,-7%,-35%,15%,6
COc1ccc(CCNC(=O)C(NC(=O)OCc2ccccc2)C(C)C)cc1OC (stereo unspecified),-62%,-17%,1%,-5%,8,-9%,?,-15%,1
Cc1cc(-c2n[nH]c(=S)n2/N=C/C(Cl)=C/c2ccccc2)n[nH]1,-29%,?,-32%[inhibitor],-2%,-26,-10%,21µM*,0%,-13
CCOC(=O)C[C@H]1c2ccc(C(F)(F)F)cc2S(=O)(=O)N1C1CCCC1,-6%,-17%,1%,?,29,-14%,?,?,6
Cc1sc2ncnc(N3CCC(C(=O)NNC(=O)COc4ccccc4F)CC3)c2c1C,-25%,-13%,-14%,5%,10,-44%[inhibitor],-3%,3%,34*
CC1(C)CC(=O)C(C=NCCc2ccccn2)=C(O)C1,0%,5%,-7%,-5%,9,-7%[57.5 µM],12%,-8%,-2
Cc1ccc(C(=O)CSc2nc(C(C)C)nc3ccccc23)cc1,-13%,-9%,12%,6%,7,i,9%,15%,0
CCC(C)(C)n1nnnc1CN(Cc1cc2cc(OC)ccc2[nH]c1=O)C1CCCC1,19%,?,21%,5%,-8,i,18µM*,-16%,3
CCN(C(=O)c1cn(C)c(=O)c2cc(OC)c(OC)cc12)c1cc(OC)ccc1OC,25%,-6%,4%,-1%,5,-9%,-1%,-13%,0
C[C@H]1CN([C@@H](C)CO)C(=O)CCCn2nncc2CO[C@H]1CN(C)S(=O)(=O)c1ccc(C#N)cc1,12%,6%,-3%,-2%,-16,-16%,4%,0%,4
CC(C)CCNC(=O)CN1C(=O)c2cccnc2Oc2ccccc21,12%,6%,·,·,·,i,·,14%,8
CCCS(=O)(=O)N1CCN(S(=O)(=O)c2ccc(F)cc2)CC1,5%,-6%,-8%,0%,8,i,-2%,-1%,4
CCOc1ccc(-c2c(=O)n(OCc3ccc([N+](=O)[O-])cc3)c3ccccc3[n+]2[O-])c(OCC)c1,23%,-4%,2%,-6%,9,0%,17%,4%,6
COC(=O)NC1CC2C=CC1C1C=CC21 (stereo unspecified),16%,-9%,1%,-8%,5,i,25%,13%,1
Cc1cccc(OCCCC(=O)Nc2ccc(S(N)(=O)=O)cc2)c1,-16%,16%,9%,-5%,-4,-7%,-21%,-7%,0
CC(C)C(NS(=O)(=O)c1ccc2c(c1)oc(=O)n2C)C(=O)NCc1ccccc1 (stereo unspecified),14%,2%,·,·,·,i,-1%,5%,3
COc1ccc(-c2ccc(CN3C(CC(C)C)C(=O)N(Cc4cn(Cc5ccco5)nn4)CCS3(=O)=O)cc2)cc1OC (stereo unspecified),1%,0%,22%,-2%,1,-36%[inhibitor],-7%,6%,0
CCCc1cc(=O)[nH]c(SCC(=O)Nc2oc(C)c3c(C)n[nH]c(=O)c23)n1,7%,3%,5%,1%,6,-2%,6%,7%,5
Cc1cc(S(=O)(=O)Nc2cccc(-c3ccc(N4CCOCC4)nn3)c2)c(C)cc1Cl,?,-13%,·,·,·,i,?,17%,8
Cn1c(=O)c2c(ncn2CC(O)CNc2ccc(Cl)cc2)n(C)c1=O (stereo unspecified),2%,-23%,-7%,-9%,-21,-10%[57.5 µM],0%,6%,-2
Cn1c(N)c(C(=O)NCc2ccccc2)sc1=S,-15%,2%,-3%,-1%,-26,i,6%,15%,2
CSc1nsc(NC(=O)Nc2ccccc2)n1,?,-22%,-2%,-26%,14,-41%[inhibitor],-3%,12%,-9
Cc1cc(C)n(S(=O)(=O)c2ccc3ccccc3c2)n1,?,10%,3%,1%,-14,5%[57.5 µM],-18%,3%,-1
CCc1cccc(C)c1Nc1c(-c2cccc(O)c2)nc2cnccn12,?,91%[activator],1%,·,·,-96%[inhibitor],-3%,18%,3
CCCCc1nnc(NC(=O)C2=COCCO2)s1,-8%,-23%,0%,8%,4,-22%,0%,12%,0
CCOc1cc(CNCCCN2CCOCC2)cc(Cl)c1OCC(=O)NC(C)(C)C,?,-7%,20%,1%,-6,-15%,1%,-7%,-16
Cc1ccc(OCCOCCN(C)C)c(Cl)c1,-7%,22%,-1%,3%,0,-16%,-13%,-2%,-8
COCCNC(=O)/C(C#N)=C/c1cc(C(C)C)c(OC)cc1C,?,-10%,15%,10%,-77*,-10%,-28%,?,-40
COC(=O)[C@H](Cc1ccccc1)NC(=O)NCc1ccccc1OC,3%,0%,2%,1%,-16,i,-8%,-14%,11
C[C@@H]1CN([C@H](C)CO)C(=O)c2cc(NC(=O)Nc3cccc4ccccc34)ccc2O[C@H]1CN(C)Cc1ccc(C(F)(F)F)cc1,?,-29%,-1%,2%,-4,-23%,0%,18%,10
